Screening data deposited in PubChem by several laboratories.
Rad51 HR inh: blocks human Rad51 in homologous recombination | inhibition, % at 10 µM | Q06609 | 200,000 tested, 0.085% active | hRad51 DNA strand exchange, fluorescence dequenching | AID 1385;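 active = inhibition above 40% at the single screening dose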;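 also: 0% = DMSO control wells and 100% = blanks with heterologous ssDNA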
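Material: hRad51 filaments on single-stranded DNA; Reagent: Donor/quencher-labelled 47-bp dsDNA substrate; Compound: 10 µM final, single point; Schedule: 37 °C 15-min filament assembly, 30-min compound preincubation, 15-min exchange; Technique: FRET fluorescence, excitation 485 nm, emission 520 nm; Benchmarks: control wells and blank wells on each plate.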
PGE2 EP2 inh: EP2 receptor (human) inhibition | inhibition, % at 25 µM | C6 glioma cells expressing human EP2, cAMP TR-FRET; cells stimulated with saturating PGE2 | 260,000 tested, 0.52% active | AID 1422 | P43116;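 active = percent inhibition above 40 after rounding to a whole number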;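 also: rat C6 glioma host cells with rolipram phosphodiesterase inhibitor present; the protocol text gives 20 µM as final concentration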
Tb hexokinase: T. brucei hexokinase 1 inhibition; 220,000 tested, 0.11% active; inhibition, % at 10 µM; recombinant TbHK1, G6PDH-coupled NADH A340; AID 1430;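 active = inhibition of 50% or more in the single-dose primary screen; inactive = inhibition below 50%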
Calpain2 inh: blocks pig calpain II enzyme activity. purified calpain II, fluorogenic peptide substrate, 30 min. inhibition, % at 16 µM. 220,000 tested, 0.37% active. AID 1236;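 active = inhibition above about 50%, limit read from the data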
L929 necroptosis: L929 zVAD cell death inhibition; L929 zVAD necroptosis rescue, ATP luminescence, 24 h; with zVAD 60 µM; viability rescue, % at 10 µM; 220,000 tested, 0.38% active; AID 1377;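 active = activation, scaled between plate controls, above about 75%, limit read from the data; inactive = activation under that limit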;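 also: 0% = zVAD with DMSO and 100% = DMSO alone without zVAD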
14-3-3 Bad PPI: disrupts binding of bovine 14-3-3 zeta to phospho-Bad peptide; TR-FRET 14-3-3zeta/Dy647-pBad peptide displacement, 1 h; AID 781; inhibition, % at 21.7 µM; P63103; 220,000 tested, 0.71% active;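 active = inhibition above about 70%, limit read from the data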;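 also: 0% = full 14-3-3 plus peptide FRET controls and 100% = background without 14-3-3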
Target sequence (P63103 whole entry, looked up): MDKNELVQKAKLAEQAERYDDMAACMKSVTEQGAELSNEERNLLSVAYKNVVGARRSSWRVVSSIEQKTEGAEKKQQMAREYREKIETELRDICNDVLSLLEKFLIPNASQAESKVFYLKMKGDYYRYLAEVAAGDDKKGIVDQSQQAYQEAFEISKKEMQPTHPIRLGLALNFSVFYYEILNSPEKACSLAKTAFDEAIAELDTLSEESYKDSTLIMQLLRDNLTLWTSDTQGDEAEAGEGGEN
Hck Nef HTS: inhibitors of human Hck kinase activated by Nef; P08631; Recombinant Hck-YEEI plus Nef, Z-Lyte FRET kinase assay; inhibition, % at 20 µM; 220,000 tested, 0.68% active; AID 463187;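 active = Hck-Nef kinase inhibition above about 50%, limit read from the data; inactive = inhibition below that limit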;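 also: 0% = DMSO with Hck plus Nef and 100% = Hck alone without Nef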
Target sequence (P08631 whole entry, looked up): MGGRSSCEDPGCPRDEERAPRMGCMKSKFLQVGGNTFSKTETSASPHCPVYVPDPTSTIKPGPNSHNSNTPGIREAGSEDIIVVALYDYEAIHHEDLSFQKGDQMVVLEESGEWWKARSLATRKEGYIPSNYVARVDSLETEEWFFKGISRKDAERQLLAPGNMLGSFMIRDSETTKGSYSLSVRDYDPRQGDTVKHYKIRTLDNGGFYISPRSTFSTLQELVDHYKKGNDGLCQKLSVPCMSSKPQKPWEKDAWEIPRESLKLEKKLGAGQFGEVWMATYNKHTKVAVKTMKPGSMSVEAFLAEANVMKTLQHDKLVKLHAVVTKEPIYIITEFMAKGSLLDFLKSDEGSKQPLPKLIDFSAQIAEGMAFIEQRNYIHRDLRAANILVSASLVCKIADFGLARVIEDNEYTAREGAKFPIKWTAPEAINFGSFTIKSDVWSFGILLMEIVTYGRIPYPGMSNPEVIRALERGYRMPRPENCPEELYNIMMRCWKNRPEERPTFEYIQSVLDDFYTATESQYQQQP
EP2 modulator: modulators of human EP2 prostaglandin E2 receptor | induction, % at 25 µM | EP2-expressing cells, cAMP HTRF FRET, PGE2 co-stimulation | AID 940 | 260,000 tested, 0.83% active | P43116;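 active = compounds whose cAMP rise, as percent of the full-agonist control response, exceeds 60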;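 also: rat C6 glioma line stably carrying human EP2 under a CMV promoter; the protocol text gives 20 µM as final concentration; 100% = response of wells given 1 µM PGE2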
eIF4E 4G PPI: inhibitors of eIF4E and eIF4G interaction in translation initiation; P63073+Q04637; TR-FRET eIF4E-eIF4GI(517-606) binding, 2 h; inhibition, % at 21.7 µM; 220,000 tested, 0.37% active; AID 782;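 active = inhibition above about 30%, limit read from the data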;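 also: 0% = full FRET control wells and 100% = background wells lacking eIF4GI fragment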
An asterisk follows results filed as active; i = inactive; · = no result given; & = joins results of further samples; [ ] = remark or other dose. This is a subset, so the mix of outcomes need not match the whole.

SMILES	Rad51 HR inh	PGE2 EP2 inh	Tb hexokinase	Calpain2 inh	L929 necroptosis	14-3-3 Bad PPI	Hck Nef HTS	EP2 modulator	eIF4E 4G PPI
CN1C(c2ccc(F)cc2)=CS/C1=C(\C#N)c1nnc2n1-c1ccccc1SC2	2	7	-15	-12	0.3	7	3	-33	3
CCOc1ccc(N=Cc2c(O)n(-c3cccc(C)n3)c(=O)c3ccccc23)cc1	-4	4	-8	-131	-0.5	-2	1	26	-9
Cc1c(NC(=O)c2nn3c(c2Br)NC(c2ccccc2)CC3C(F)(F)F)c(=O)n(-c2ccccc2)n1C (stereo not drawn)	2	5	-6	8	-0.4	-21[fluorescence artefact?]	3	-20	4
O=C(c1ccccc1)N1N=C(c2ccco2)CC1c1cccs1 (stereo not drawn)	·	1	-6	26	0.0	1	-8	25	2
COc1ccc(OCc2nc(-c3ccc(F)c(F)c3)cs2)cc1	3	11	0	2	-0.3	-7	1	-42	-1
COc1ccc(C(=O)/C=C/c2ccc3c(c2)OCCO3)cc1	0	16	-27	-7	0.0	1	25	-13	2
O=C(COC(=O)c1cc[n+]([O-])cc1)Nc1ccc2c(c1)OCCO2	-1	18	0	-14	1.0	-16	2	34	-21
O=C(O)CCn1c(=O)[nH]c(=O)n(CCC(=O)O)c1=O	7	9&11	1	-2	2.6	-3	23	-16&9	2
O=C(Nc1nc(-c2ccncc2)cs1)C1COc2ccccc2O1 (stereo not drawn)	·	·	7	8	-0.7	19	6	0	2
CC1CCN(CCCNC(=O)c2coc3nc4ccccc4nc23)CC1	0	13	-18	i	2.0	1	11	4	12
COC(=O)c1cn(NC(=O)C2CCCCC2)c(=O)c2ccccc12	4	8	-4	-40	2.9	-1	-3	29	-21
O=C(CN1CCN(Cc2ccccc2)CC1)N/N=C/c1ccc(Br)s1	-27	12	-39	32	0.2	-1	2	-45	0
O=C(Nc1ccccc1N1CCN(c2ccc(F)cc2)CC1)C1CCCCC1	-1	9	0	-9	0.2	-8	0	13	6
CC1=NN(c2ccccc2)C(=O)/C1=C\c1cc(C)n(-c2cccnc2)c1C	19	11	-31	-10	0.3	-5	16	-21	-3
c1ccc(CSc2nnc(-c3cccs3)o2)cc1	-2	13	-1	22	-0.1	3	0	3	3
CCOC(=O)CCP(=O)(O)C(O)(c1ccccc1)c1ccccc1	-5	9	-3	19	1.6	-3	3	18	7
CC(=O)N(CN1C(=O)C2CC=CCC2C1=O)c1cccc(Cl)c1 (stereo not drawn)	6	14	2	-30	-0.4	5	-2	12	2
CCC(C)(C)NC(=O)C(c1cccn1C)N(C(=O)Cn1nnc2ccccc21)c1ccc(NC(C)=O)cc1 (stereo not drawn)	24	8	-5	-28	1.9	-15	19	16	2
COC(=O)CNC(=O)COC(=O)c1ccc(Cl)nc1	-20	4	9	12	0.3	4	-5	2	-1
N#Cc1nc(COc2ccccc2Cl)oc1N1CCCCCC1	2	9	3	4	-0.9	-3	1	34	5
CC1NC(=O)NC1CCCCCC(=O)NCCc1ccccc1 (stereo not drawn)	-4	7	-9	-30	0.4	0	1	2	-5
CCCOc1ccc(N2C(=O)C/C(=C\c3ccccc3)C2=O)cc1	-25	7	-8	11	0.6	1	2	22	3
COCCCNC(=O)c1c(F)c(F)c(F)c(F)c1F	-5	-1	1	22	2.0	-7	-1	11	2
CCOC(=O)c1nn(-c2ccccc2C)c(=O)c2c(N)scc12	5	2	1	27	0.5	-3	26	20	-1
COc1ccc(CC(=O)Nc2ccc(OC)c(NC(=O)c3ccco3)c2)cc1	0	8	-3	-3	0.4	-1	6	19	7

Next section.
SMILES	Rad51 HR inh	PGE2 EP2 inh	Tb hexokinase	Calpain2 inh	L929 necroptosis	14-3-3 Bad PPI	Hck Nef HTS	EP2 modulator	eIF4E 4G PPI
CCN(CC)c1ccc(C(=O)OCC(=O)Nc2cccc(S(=O)(=O)NC3=NCCCCC3)c2)cc1	11	19	-14	-19	0.0	6	-3	-3	0
CCN(CC)CCOC(=O)C1c2ccccc2Oc2ccccc21	-8	5	7	-7	0.3	48	1	22	-3
CCCC(=O)NC(NC(=S)Nc1ccc(S(N)(=O)=O)cc1)C(Cl)(Cl)Cl (stereo not drawn)	-6	7	0	42	0.0	-9	2	16	-1
CCOC(=O)N1CCN(C(=O)c2ccc(OC)c(S(=O)(=O)N3CCOCC3)c2)CC1	-8	5	3	-20	0.9	-14	19	23	1
CCN(CC)S(=O)(=O)c1cc(NC(=O)Cn2cnc3ccccc3c2=O)ccc1C	4	5	-5	15	23	-4[fluorescence artefact?]	10	26	8
CCc1nnc(NC(=O)c2cc(S(=O)(=O)N3CCCCC3)ccc2N2CCOCC2)s1	-5	3	-6	-6	-1.4	-3	20	-25	-3
Cc1cccc(N(CC(=O)NC2CCCC2)C(=O)c2nsc(Cl)c2Cl)c1C	3	14	0	13	-1.2	3	17	45	1
CCOc1ccc(NC(=O)CC2SC(=O)N(c3ccccc3)C2=O)cc1 (stereo not drawn)	3	3	0	-33	1.4	-6	26	-11	-3
CC(=C/c1ccccc1)/C=N/NC(=O)c1cc(C)oc1C	11	4	-9	39	1.2	-4	4	-10	-1
S=c1[nH]c2cc(Cl)ccc2s1	3	10	-1	23	0.3	7	0	-4	8
CCOC(=O)c1c(C)c(C(=O)NC2CCCCCC2)c(C)n1C	-4	7	1	-14	0.5	2	0	13	1
CC(C)(NO)/C(=N/O)c1cccs1	-1	8	0	-3	-0.1	3	1	15	8
Cc1ccc2c(c1)cc(CN(Cc1ccco1)S(=O)(=O)c1ccccc1)c1nnnn12	-6	1	-2	-12	-0.1	-9[fluorescence artefact?]	1	28	-12
O=C(NCc1ccccc1)C(c1cccs1)N(C(=O)c1csnn1)C1CC1 (stereo not drawn)	-38	5	4	-25	-0.4	1	1	10	2
O=C(COc1ccc2ccccc2c1)N1c2ccccc2Sc2ccccc21	-7	13	0	-24	0.3	-7[fluorescence artefact?]	-2	41	-14
CCc1cccc(NC(=O)c2ccc(Cn3nc(C)cc3C)o2)c1	-3	4	2	22	0.7	-11	-4	4	-7
Cc1nc(C)c(-c2csc(NCc3ccco3)n2)s1	-3	18	-4	-5	0.6	1	0	26	5
COc1ccc(-c2nn(-c3ccccc3)cc2C(=O)NCCCn2ccnc2)cc1	2	8	2	-4	-0.4	4	0	18	1
COc1ccc(C(=O)NC(=S)NNC(=O)c2ccc3ccccc3n2)cc1	-8	9	-28	-6	3.4	-11	-4	2	0
CCC(C)c1ccc(NC(=O)C2CCN(c3ccc(C(F)(F)F)cn3)CC2)cc1 (stereo not drawn)	·	5	1	2	13	-3	3	22	2
CCc1ccc(/C([O-])=C(/C(=S)NCCN2CCOCC2)[n+]2ccccc2)cc1	2	0	-7	-33	3.2	-12	23	11	-1
CCN(CC)C(=O)CSc1ncnc2c1cnn2Cc1ccccc1	3	13	0	-43	-0.1	-5[fluorescence artefact?]	0	-6	-6[fluorescence artefact?]
O=C(NC1CCCC1)C(c1ccccc1)N(C(=O)c1ccno1)c1ccccc1 (stereo not drawn)	-1	15	8	-25	0.0	-5	5	33	4
O=C(N/N=C/c1c[nH]c2ccc(Br)cc12)c1ccn(Cc2ccc(Cl)cc2)n1	·	·	-20	-59	0.8	-4	-1	-35	-9
O=C(COC(=O)Cc1ccccc1F)Nc1ccc(SC(F)F)cc1	2	6	36	25	0.0	-7	-9	-39	-8

Whole records, quoted from the list. Values in the order: Rad51 HR inh | PGE2 EP2 inh | Tb hexokinase | Calpain2 inh | L929 necroptosis | 14-3-3 Bad PPI | Hck Nef HTS | EP2 modulator | eIF4E 4G PPI
`CCN(CC)c1ccc(C(=O)OCC(=O)Nc2cccc(S(=O)(=O)NC3=NCCCCC3)c2)cc1` reads 11 | 19 | -14 | -19 | 0.0 | 6 | -3 | -3 | 0
`Cc1ccc2c(c1)cc(CN(Cc1ccco1)S(=O)(=O)c1ccccc1)c1nnnn12` reads -6 | 1 | -2 | -12 | -0.1 | -9[fluorescence artefact?] | 1 | 28 | -12

Individual results from above.
Hck Nef HTS result of CCc1ccc(/C([O-])=C(/C(=S)NCCN2CCOCC2)[n+]2ccccc2)cc1 is entered as 23
Tb hexokinase result of O=C(N/N=C/c1c[nH]c2ccc(Br)cc12)c1ccn(Cc2ccc(Cl)cc2)n1 is entered as -20
EP2 modulator result of CCN(CC)S(=O)(=O)c1cc(NC(=O)Cn2cnc3ccccc3c2=O)ccc1C is entered as 26
EP2 modulator result of Cc1ccc2c(c1)cc(CN(Cc1ccco1)S(=O)(=O)c1ccccc1)c1nnnn12 is entered as 28

Next entries
SMILES	Rad51 HR inh	PGE2 EP2 inh	Tb hexokinase	Calpain2 inh	L929 necroptosis	14-3-3 Bad PPI	Hck Nef HTS	EP2 modulator	eIF4E 4G PPI
O=c1c(Br)c(N2CCCC2)cnn1-c1ccccc1	3	7	20	8	0.3	-3[fluorescence artefact?]	2	15	5
Clc1cccc(CN2CCC(Cc3ccccc3)CC2)c1	-3	8	5	16	-0.4	14	0	-13	2
O=C1C(NS(=O)(=O)c2cccs2)=C(N2CCN(c3cccc(Cl)c3)CC2)C(=O)c2ccccc21	-3	14	-16	-115	-0.5	2	-2	-11	-2
CCC12CN(S(=O)(=O)c3ccc(C)cc3)CC(CC)(CN(S(=O)(=O)c3ccc(C)cc3)C1)C2=O	2	2	0	-38	0.2	4	-6	31	-1[fluorescence artefact?]
COC(=O)c1ccccc1NC(=O)COC(=O)c1ccco1	5	6&7	0	-29	0.2	8	-16	0&-18	0
Cc1ccc(/C=N/NC(=O)CSc2nc3nc(C)cc(C)n3n2)cc1	1	7	-3	-19	0.5	-5	-1	52	1
O=C(Nc1ccccc1)C1=C[C@H](c2ccccc2)C[C@H](OCc2ccc(CO)cc2)O1	·	·	2	27	-0.1	2	5	-19	5
COc1ccc(C2=Nc3cc(C)ccc3OC2)cc1	-7	8	-3	-15	0.7	-1	-2	-10	5
CC(=O)Nc1ccc(S(=O)(=O)N2CCN(C3CCCCCCC3)CC2)cc1	5	13	-2	17	1.4	31	-2	-18	0
CCOc1ccc(OCCOCCOc2ccccc2Cl)cc1	·	2	-3	17	-0.4	-4	2	-42	-1[fluorescence artefact?]
Cc1ccc(C(=O)Nc2cc([N+](=O)[O-])ccc2F)s1	7	4	3	30	0.5	30	0	-15	-40
O=C(COC(=O)c1ccccc1C(=O)c1ccccc1)NCCc1ccccc1	-1	5	-3	15	0.5	-1	4	13	-3
O=C(Nc1ccccc1)C1CC2CCCC(C1)C2=O (stereo not drawn)	-6	4	-2	-9	0.3	9	0	-61	0
CC1Cc2nc(SCC(=O)NCCc3ccccc3)n(C)c(=O)c2S1 (stereo not drawn)	-6	9	-15	4	-0.5	1	19	6	4
CCCCc1ccc(/C=C(\C#N)C(N)=S)s1	6	11	-7	5	19	-9	32	22	-7
O=C(Nc1ccc(OCC(F)(F)C(F)F)c(C(F)(F)F)c1)c1ccccc1	-4	45*	-1	·	0.7	·	0	·	·
NNC(=O)c1n[nH]c(=O)c2ccccc12	21	10	-9	-10	0.1	1	23	19	-3
CN1CCN(CC(O)COc2ccc(Cl)cc2)CC1 (stereo not drawn)	-4	5	-5	2	1.0	32	3	5	2
O=C(c1ccccn1)N(Cc1cc2ccccc2[nH]c1=O)C1CCCCC1	-3	11	-22	10	-0.2	11	0	-5	1
Cc1cccc2c(N=Nc3ccc(S(=O)(=O)Nc4ccc(Cl)cc4)cc3[N+](=O)[O-])c(O)[nH]c12	17	5	6	-16	2.8	-7	-12	2	4
O=C(NCC1CCCO1)c1onc(CSc2ccccc2)c1C(=O)O (stereo not drawn)	1	16	-3	-48	0.1	72*	1	-5	1[fluorescence artefact?]
